Bioassay records as filed in PubChem BioAssay.
UHRF1 MBD2 ctr: blocks human UHRF1 binding to methylated DNA | inhibition, % at 4.4 µM | 370,000 compounds, 0.75% hits | UHRF1 binding to methylated oligo, TR-FRET | Q96T88; in the data active = inhibition above about 21%;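 note: UHRF1 SRA domain binding a hemimethylated CpG hairpin DNA probe; 0% = median of test compound wells and 100% = reference inhibitor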
NR1D1 modulator: modulates human Rev-erb alpha binding to DNA; 370,000 compounds, 0.79% hits; Rev-erbα–FITC-DNA binding, fluorescence polarization, 90 min; P20393; AID 1259318; activity, % at 10 µM;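 active = activity above about 14%, limit read from the data; passing the limit was not always enough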;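 note: 0% = DMSO wells with 35 nM protein and 100% = DMSO wells with 750 nM protein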
HTRA1 inhibitor: blocks human HTRA1 serine peptidase; recombinant HTRA1, FP-rhodamine activity-based probe, fluorescence polarization; inhibition, % at 5.96 µM; 340,000 compounds, 0.5% hits; Q92743; AID 504803; in the data active = inhibition above about 36%;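 note: 0% = enzyme with DMSO and 100% = wells lacking enzyme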
Target sequence (Q92743 whole entry, looked up): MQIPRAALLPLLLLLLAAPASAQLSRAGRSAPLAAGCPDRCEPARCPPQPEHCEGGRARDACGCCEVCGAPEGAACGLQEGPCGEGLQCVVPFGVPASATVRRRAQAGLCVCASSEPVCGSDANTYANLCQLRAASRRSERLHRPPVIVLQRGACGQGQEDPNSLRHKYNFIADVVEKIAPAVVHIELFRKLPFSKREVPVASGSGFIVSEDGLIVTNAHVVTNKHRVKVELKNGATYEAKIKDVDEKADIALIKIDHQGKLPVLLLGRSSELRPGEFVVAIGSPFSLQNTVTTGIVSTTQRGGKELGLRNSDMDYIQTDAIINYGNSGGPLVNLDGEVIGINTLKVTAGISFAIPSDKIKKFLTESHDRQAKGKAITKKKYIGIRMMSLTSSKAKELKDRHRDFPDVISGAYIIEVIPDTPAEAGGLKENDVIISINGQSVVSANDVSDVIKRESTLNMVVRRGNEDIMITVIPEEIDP
TCR-CD3 inh: inhibitors of human TCR-CD3 interaction; TAMRA-labeled TCR probe fluorescence, biochemical; inhibition, % at 9.4 µM; 360,000 compounds, 0.37% hits; in the data active = inhibition above about 19%;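 note: recombinant mutant TCR 2C K166C tagged with TAMRA read by polarization; 0% = receptor in buffer alone and 100% = receptor with positive control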
PRMT1 FP inh: PRMT1 (human) inhibition, primary screen | Q99873 | recombinant PRMT1, activity-based probe fluorescence polarization | inhibition, % at 2.79 µM | 370,000 compounds, 1.3% hits;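 active = inhibition above about 21% made by adding two undisclosed values, limit read from the data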
Target sequence (Q99873 whole entry, looked up): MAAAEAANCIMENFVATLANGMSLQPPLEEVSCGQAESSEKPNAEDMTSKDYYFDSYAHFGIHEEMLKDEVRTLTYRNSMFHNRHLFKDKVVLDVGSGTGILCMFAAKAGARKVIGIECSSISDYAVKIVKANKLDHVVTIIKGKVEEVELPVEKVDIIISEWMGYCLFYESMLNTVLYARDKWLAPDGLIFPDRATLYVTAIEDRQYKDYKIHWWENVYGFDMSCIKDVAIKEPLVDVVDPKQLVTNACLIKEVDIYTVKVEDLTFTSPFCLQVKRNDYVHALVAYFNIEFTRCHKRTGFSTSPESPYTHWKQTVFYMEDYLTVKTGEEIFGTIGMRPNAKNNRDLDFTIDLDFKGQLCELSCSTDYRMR
rCAG binder: binds r(CAG) RNA repeats; r(CAG) RNA repeat, TO-PRO-1 dye displacement fluorescence; 370,000 compounds, 1.3% hits; AID 651821; inhibition, % at 3 µM;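 active = inhibition above the plate cutoff, the mean of all test compounds on that plate plus 3 SD, cut at about 35% in these data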;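 note: 0% = DMSO alone and 100% = 100 µM mitoxantrone as full dye displacement; higher means more dye released from RNA so lower well fluorescence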
PG9 binder: PG9 antibody binding by small molecule; TR-FRET gp120-PG9 antibody binding; inhibition, % at 6.7 µM; 360,000 compounds, 0.43% hits; AID 624416; in the data active = inhibition above about 8.5%
MBD2 DNA inh: blocks human MBD2 binding to methylated DNA | Q9UBB5 | TR-FRET, MBD2 binding to methylated oligonucleotide | inhibition, % at 4.4 µM | 370,000 compounds, 0.31% hits; in the data active = inhibition above about 13%
LEDGF integ inh: blocks HIV-1 LEDGF/p75-dependent DNA integration; TR-FRET IN-LEDGF/p75 DNA integration, Eu/Cy5; inhibition, % at 3.7 µM; 370,000 compounds, 0.64% hits; AID 743269;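 active = inhibition above the screen-wide mean plus 3 SD, cut at about 13% in these data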;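 note: signal is the Cy5 over europium emission ratio at 671 and 618 nm; 0% = plate median of compound wells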
ABHD4 inh: inhibitors of mouse ABHD4. purified mABHD4, FP-Rh probe fluorescence polarization. inhibition, % at 8.92 µM. 370,000 compounds, 0.54% hits. AID 720543;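 active = inhibition exceeding the mean over every tested compound plus 3 SD, cut at about 30% in these data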;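 note: 0% = plate median of compound wells and 100% = S159A mutant with DMSO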
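Assay system: mouse ABHD4 enzyme, wild type / Also added: fluorescent activity-based probe FP-Rh / Doses: single nominal dose of 8.92 µM, 0.89% DMSO final / Timing: 45 min compound pre-incubation plus 60 min probe step, 25 °C / Signal: FP readout, ex 525 nm / em 598 nm / Control set: S159A mutant/DMSO as 100%, compound-well median as 0%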
* marks the source's active call; other numbers are inactive results; . = not tested or not shown.

SMILES	UHRF1 MBD2 ctr	NR1D1 modulator	HTRA1 inhibitor	TCR-CD3 inh	PRMT1 FP inh	rCAG binder	PG9 binder	MBD2 DNA inh	LEDGF integ inh	ABHD4 inh
Cc1sc2ncnc(Sc3nnnn3-c3ccccc3)c2c1C	1.0	-1.7	2.3	9.2	-0.3	-2.2	-0.6	-2.6	1.1	-0.1
COc1ccc(S(=O)(=O)N2CCN(C(=O)c3ccc(COc4ccccc4)o3)CC2)cc1	0.3	1.8	-7.7	-0.9	4.3	6.9	-0.7	5.1	-0.1	5.7
Nc1nc(NCc2c(F)cccc2Cl)nn1-c1ccccc1	1.4	8.7	3.8	-1.0	-0.6	0.3	0.1	3.2	-3.2	1.2
Nc1nc2ccc(C(=O)NCCOC(=O)C3CCCCC3)cc2s1	-2.3	-0.3	5.0	-1.9	13.1	2.1	4.7	-6.0	1.2	0.0
NNc1nc2cccnc2n(CCNc2ncc(C(F)(F)F)cc2Cl)c1=O	2.8	0.7	7.5	-2.0	5.4	-3.4	-1.5	3.1	6.2	-1.1
COc1ccccc1C(=O)Nc1ccccc1N1CCN(S(C)(=O)=O)CC1	0.7	4.5	-8.3	2.1	-4.1	3.4	-3.1	-1.9	-1.0	-13.0
Cc1ccc(CNC(=O)CN(C)S(=O)(=O)c2ccc(F)cc2)cc1	1.0	3.0	5.5	-8.2	1.5	-3.4	-0.5	0.1	-1.7	7.9
Cc1ccc(S(=O)(=O)N2CCN(C(=O)c3cc(S(=O)(=O)N4CCOCC4)c(Cl)cc3Cl)CC2)cc1	7.1	6.4	-7.4	-9.4	6.4	4.1	1.7	8.3	0.6	-6.4
Cc1ccc(NC(=O)C(C)Sc2nnc(-c3cccnc3)n2-c2ccccc2)cc1 (configuration not stated)	-2.0	-2.6	-6.2	9.2	-1.8	-5.2	-0.7	-1.0	-2.7	3.3
COc1cc(C(=S)N2CCOCC2)cc(OC)c1O	2.6	-7.9	8.1	-2.1	1.4	-0.7	-0.4	0.3	2.9	-8.3
O=C(NCCn1ccc2ccccc21)c1ccc(S(=O)(=O)N2CCCCC2)cc1	-0.1	-1.1	-11.2	-8.8	5.1	5.9	0.4	2.2	-0.8	-6.7
COc1cc(/C=C(\C#N)C(=O)NCC2CCCO2)ccc1OCCC(C)C (configuration not stated)	-0.8	1.5	-4.2	2.5	-2.4	-6.5	-1.2	0.5	0.1	-8.3
CCOC(=O)CSc1nnc(-c2cccc(Cl)c2)n1CC	-1.7	0.3	2.2	1.1	-1.6	-2.3	3.4	1.0	-1.1	3.4
CC1(C)CC(=O)C2=C(C1)OC(/N=C/N1CCOCC1)=C(C#N)C2c1ccccc1 (configuration not stated)	-0.9	-1.7	-3.4	-0.3	-0.4	-4.3	1.2	-0.1	2.0	1.1
Cc1ccc(C2=NS(=O)(=O)N(C)C(C(=O)NCc3cccs3)=C2)cc1	2.3	-4.6	-13.6	-7.9	4.4	6.9	1.0	-2.2	-7.1	5.1
Cc1cccn2c(=O)c(/C=C(\C#N)S(=O)(=O)c3ccccc3)c(Oc3ccc(Cl)cc3)nc12	-2.9	15.3	6.9	-2.2	-4.5	2.2	-1.1	-5.8	4.0	-4.9
CC1(C)CC(n2c(=S)[nH]c3ccccc3c2=O)CCO1 (configuration not stated)	10.5	2.8	-2.9	-3.1	0.2	-1.0	-0.6	0.0	-0.2	-3.5
N#Cc1ccc(-c2nc3c4ccccc4ccn3c2Cc2cccc(Cl)c2)cc1	-2.2	-3.4	.	-1.2	-1.0	10.6	-1.1	-0.1	0.1	-10.1
COc1ccc(S(=O)(=O)N2CCCC2)cc1C(=O)O	0.3	2.8	8.1	2.1	0.2	1.6	-0.5	-5.5	0.9	0.0
N=c1n(CCO)c2ccccc2n1CCOc1ccccc1	3.9	-1.9	2.8	2.2	0.9	8.4	3.2	0.1	-1.1	-9.6
Cn1c(SCC(=O)Nc2nccs2)nnc1-c1ccco1	0.5	-1.0	10.5	-5.7	2.3	-2.2	-1.1	0.8	-2.9	2.7
O=C(Cc1cc(=O)[nH]c(=O)[nH]1)NCCN1CCOCC1	1.0	-6.1	4.3	1.5	5.2	-0.3	0.5	1.2	-4.3	2.2
COC(=O)c1cnc(NC(=O)C2(C)CCCN(C(C)=O)C2)s1 (configuration not stated)	-2.0	-0.7	.	-7.3	-2.1	0.0	-2.9	3.8	1.5	-0.7
COC(=O)Cc1[nH]nc2c1C(c1cccc(OC)c1OC)C(C#N)=C(N)O2 (configuration not stated)	-5.3	-2.5	-1.1	14.8	0.6	1.6	-2.0	-3.0	-2.5	0.2
CCN1CCN(C(c2ccccc2F)c2nnnn2Cc2ccc3c(c2)OCO3)CC1 (configuration not stated)	-0.6	0.9	-0.5	-0.1	-2.3	-7.1	-2.0	2.0	-2.3	3.7
Going on with the list.
SMILES	UHRF1 MBD2 ctr	NR1D1 modulator	HTRA1 inhibitor	TCR-CD3 inh	PRMT1 FP inh	rCAG binder	PG9 binder	MBD2 DNA inh	LEDGF integ inh	ABHD4 inh
O=C(CCSc1ccccc1)N1CCOCC1	0.1	-5.8	-3.4	2.8	-1.4	-0.6	-1.5	2.5	-3.0	6.5
CCOC(=O)c1c(NC(=O)CSc2cccc[n+]2[O-])sc(C(=O)Nc2ccccc2)c1C	3.2	1.4	-99.6	-6.3	5.8	16.0	1.5	-4.3	-2.6	-12.6
CCCCCCC1/C(=N\NC(=O)c2ccccc2)CCC1C(=O)OC (configuration not stated)	-1.6	-1.2	-6.9	-1.2	-1.2	-0.3	-0.5	1.6	0.4	2.5
CCCCCOC(=O)c1ccc(NC(=O)c2ccco2)cc1	7.1	-2.8	-63.7	-7.4	3.0	2.1	-1.6	1.6	2.2	-55.0
Cc1cccc(Oc2nc(-c3cccc([N+](=O)[O-])c3)nc3ccccc23)c1C	-1.1	3.7	7.1	6.2	-0.7	1.1	-2.1	-0.3	-3.0	-4.0
COC(=O)CNC(=O)COC(=O)Cc1ccc(Cl)cc1	0.1	-4.0	0.4	-6.2	3.4	-1.7	-0.3	-0.6	-4.4	4.0
O=C(O)[C@@H]1Cc2c([nH]c3ccccc23)C2CCC(=O)N21 (some centres not stated)	-3.2	-29.4	2.9	2.9	5.0	7.4	-2.4	6.1	-1.8	3.5
O=C1CCC(C(=O)Nc2nnc(C3CC3)s2)=NN1	-1.3	4.2	3.1	1.9	-2.1	-1.4	0.4	-0.5	0.3	1.6
O=C(NC1CCCCC1)c1cc(S(=O)(=O)N2CCCC2)ccc1Cl	1.4	-2.9	3.6	-5.5	-1.6	-0.5	-2.2	2.2	0.8	-7.2
CCCc1nc2oc3ccccc3c(=O)c2c(=O)n1-c1ccccc1	2.2	-3.1	.	-4.2	2.0	-3.5	0.7	2.5	-3.2	1.6
CC(=O)Nc1cccc(Cl)c1C(=O)O	-0.3	6.3	2.4	2.8	0.8	-2.1	-1.9	0.4	1.8	10.6
CC1CCCCN1CC(=O)Nc1sc2c(c1C#N)CCC2 (configuration not stated)	-1.2	-4.2	1.4	2.5	-3.7	1.8	-0.2	-4.5	2.4	9.5
O=C(OCc1ccccc1)c1ccc(Br)o1	1.0	-1.9	-0.8	48.2*	-1.4	-1.1	-2.4	4.6	0.3	-2.6
COc1ccc(CCN(C)CC(=O)Nc2ccc(F)c(Cl)c2)cc1OC	-1.1	3.9	-13.5	2.5	-0.7	0.4	1.7	-3.5	-0.7	0.5
Cc1ccc(CC(=O)NCc2ccc(F)cc2)cc1	1.1	-2.9	2.2	3.5	0.7	0.2	-0.5	-1.8	-1.1	-0.9
CCOC(=O)C(C)Oc1nc(Oc2ccccc2)nc(N(C)C)n1 (configuration not stated)	5.3	2.4	3.5	-16.0	-0.2	-1.8	2.0	-2.0	-5.1	-5.5
C=CCn1c2ccccc2c(=O)c2cc(C#CC[C@@H](C)O)ccc21	-2.7	-1.6	-30.0	4.0	-1.6	7.2	1.2	-1.9	1.5	-15.2
COc1cc(/C=C2\SC(=O)N(CCNC(=O)c3sc4cc(F)ccc4c3Cl)C2=O)cc(OC)c1OC	-2.5	72.1*	2.6	3.7	-1.6	4.8	0.8	-2.2	-4.1	-1.4
CC(C)(C)c1ccc(C(=O)CC(Sc2ccc(Cl)cc2)C(=O)O)cc1 (configuration not stated)	-0.4	-1.9	-10.5	5.5	72.9*	41.1*	-0.7	-0.5	-3.3	-0.3
COc1cccc(CNc2nc3cc(-c4cnn(Cc5ccccc5)c4)sc3c(=O)n2C)c1	6.4	-3.3	.	-10.1	9.9	14.4	1.2	1.1	0.8	-78.6
COc1ccc(/C=C/C(=O)NCCNC(=O)c2ccccc2)cc1OC	24.6*	2.0	0.7	4.6	0.7	-2.8	-1.0	4.4	2.3	-6.0
COC(=O)C1=C(C)N(Cc2ccc(C(F)(F)F)cc2)C(=NCc2ccccc2)NC1c1ccc(Cl)cc1 (configuration not stated)	7.6	-8.8	.	7.7	-5.3	5.4	-0.3	-7.4	1.0	20.3
COc1cc(/C=N/NC(=O)Cc2nnc(NC(=O)c3ccccc3)s2)ccc1O	-1.5	6.2	2.1	12.4	4.7	37.9*	-2.0	2.1	2.8	15.5
Cc1nc2ccc(C(=O)N3CCN(c4ccccn4)CC3)cc2s1	-1.0	-0.8	8.7	-4.8	2.2	-6.8	0.2	-1.3	2.2	0.1
CCCC(=O)Nc1ccccc1NC(=O)c1ccc(OCC)cc1	1.1	-0.7	3.5	-5.9	-1.0	-2.4	0.8	-0.3	1.1	-0.2
CC(NS(=O)(=O)c1ccc(NC(=O)N2CCCCC2)cc1)c1ccccc1 (configuration not stated)	-0.1	-2.8	-1.8	0.5	-8.6	-1.7	-4.1	-1.7	2.3	0.8
OC(c1cccnc1)c1nc(/C=C/c2ccc(C(F)(F)F)cc2)cs1 (configuration not stated)	-2.7	-4.4	.	-0.5	8.3	2.5	-0.3	2.9	-2.4	-5.7

These rows are one share of the data (hit frequency here may not be typical).
